FEN1 inh = human FEN1 inhibition | P39748 | Recombinant FEN1 flap cleavage, fluorescence, 15 min | Potency, µM (doses to about 114 µM), for inactives: at the highest dose activity change, negative = inhibition, usual class: inhibitors | actives 0.35% (n = 390,000); further: nearly all actives have a fitted effect of over 65% in size
Target sequence (P39748 whole entry, looked up): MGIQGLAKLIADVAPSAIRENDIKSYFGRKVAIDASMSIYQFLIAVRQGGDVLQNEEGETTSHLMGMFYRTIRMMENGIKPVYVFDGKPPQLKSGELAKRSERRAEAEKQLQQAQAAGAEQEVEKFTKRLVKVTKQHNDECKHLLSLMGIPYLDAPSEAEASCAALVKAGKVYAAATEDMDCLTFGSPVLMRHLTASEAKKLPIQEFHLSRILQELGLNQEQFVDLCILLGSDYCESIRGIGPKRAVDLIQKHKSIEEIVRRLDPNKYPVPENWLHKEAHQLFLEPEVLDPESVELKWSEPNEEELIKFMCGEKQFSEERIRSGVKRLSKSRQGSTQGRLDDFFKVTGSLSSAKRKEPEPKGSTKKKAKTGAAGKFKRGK
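Quantitative HTS format: each compound was titrated, incubated with 10 nM nuclease for 15 min at room temperature, then challenged with flap substrate at 50 nM final. Signal change over 15 min gave concentration–effect curves.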
DT40 TDP1 CPT = growth inhibition of DT40 Tdp1-/-;hTDP1 cells with camptothecin (screen for TDP1 inhibitors) | AID 686979 | Potency, µM (doses to about 46.2 µM), without a hit: at the top dose activity change, negative = growth inhibition, hits mostly inhibitors | chicken DT40 Tdp1-/-;hTDP1 cells + 20 nM CPT, ATP luminescence, 48 h | actives 12% (n = 420,000); further: nearly all actives have a fitted effect of over 55% in size
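Chicken DT40 Tdp1-/- cells complemented with human TDP1, 400 cells/well, exposed to compounds plus 20 nM camptothecin for at least 48 h at 37 C; viability read as ATP content by CellTiter-Glo luminescence.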
GCN5L2 inh = blocks human GCN5L2 histone acetyltransferase; Q92830; GCN5L2 HAT assay, ThioGlo1 CoA-SH fluorescence; Potency, µM (doses to about 58.9 µM), for inactives: at the highest dose activity change, negative = inhibition, hits mostly inhibitors; actives 0.21% (n = 390,000); AID 504327
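Free CoA generated was detected with ThioGlo1 (50uM) fluorescence at Ex340nm/Em540nm, read immediately and after 20 min at room temperature. Enzyme, 20 nM in HEPES pH 7.5 buffer, saw compounds 15 min before adding 75uM H3(1-25) peptide and 70uM acetyl-CoA.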
Numbers without * were called inactive; ? = inconclusive; . = not tested or not shown; [ ] = dose if it differs, or a comment. The call rests on the fitted dose curve; in most records, active means well fitted curve in the direction sought with a large enough effect; inconclusive means small, poorly fitted or top-dose-only effect, or another doubt; inactive means no such curve, though single readings can be large; an effect the other way counts as inactive or inconclusive. On the % scale 0 is the no-effect control and ±100 the full control effect; potency means the concentration at half of the fitted maximal effect. These rows are one share of the data; count on the stated rates, not on these rows.

Structure	GCN5L2 inh	FEN1 inh	DT40 TDP1 CPT
C=CCNC(=O)c1ccc(Cn2cc(C(F)(F)F)ccc2=O)cc1	0%	5%	2%
O=C(c1cc([N+](=O)[O-])ccc1Cl)N1CCN(Cc2ccc3c(c2)OCO3)CC1	-11%	-9%	?
Cc1ccc2oc(=O)c3cnn(CC(=O)N4CCN(c5cccc(C(F)(F)F)c5)CC4)c3c2c1	3%	18%	?
CCOc1ncccc1C(=O)Nc1cc(S(=O)(=O)N2CCCCCC2)ccc1OC	-3%	-4%	6%
CN1CCCC(OC(=O)c2cccc(S(=O)(=O)N3CCCCCC3)c2)C1 (configuration not stated)	-1%	-12%	?
O=C(Nc1ccc(NC(=O)N2CCN(c3ccccc3O)CC2)cc1)N1CCN(c2ccccc2O)CC1	-5%	-5%	?
O=C(NCc1ccco1)c1cc(S(=O)(=O)N2CCOCC2)ccc1Br	-3%	4%	1%
CC(C)[C@H](NC(N)=O)C(=O)NCCc1ccc(Cl)cc1Cl	-2%	17%	-12%
CC(=O)C[C@@H](O)CC(=O)[C@H]1OC(=O)CC/C=C\Cc2ccccc21	1%	1%	16%
COc1ccc2c(c1OC)C(=O)N1N=C(c3ccc(Br)cc3)CC21 (configuration not stated)	45%[activator]	6%	?
COc1ccc(NC(=O)c2oc3ccccc3c2NC(=O)c2cc(=O)c3ccccc3o2)cc1	-2%	25%	?
CCCN(C(=O)COC(=O)COc1c(C)cccc1C)c1c(N)n(Cc2ccccc2)c(=O)[nH]c1=O	-3%	2%	-13%
CCOC(=O)c1c(C)oc2ccc(OS(C)(=O)=O)cc12	-11%	-9%	6%
COc1ccc(NC(=O)N2CCCC3(CCN(C(=O)c4ccncc4)CC3)C2)cc1	-3%	.	-5%
CC(=O)c1ccccc1NS(=O)(=O)c1ccc2c(c1)CC(=O)N2	-5%	-12%	2%
CCCCC(=O)Nc1nnc(S(=O)(=O)N(C)Cc2ccc(Cl)cc2)s1	3%	13%	-18%
Cc1ccccc1CSCCNC(=O)C1CCN(S(=O)(=O)Cc2ccccc2)CC1	-4%	5%	-2%
CCN(CC)CCn1c2c(c(SCC(=O)Nc3ccc(C)c(F)c3)nc1=O)CCC2	3%	7%	-24%
Cc1cc(C)c2c(n1)sc1c(O)cc(=O)[nH]c12	-10%	?	12%
CCCOc1c(Br)cc(C2C3=C(CCCC3=O)N(C)C3=C2C(=O)CCC3)cc1OC	-5%	-15%	-18%

Next section; it opens with the 2 that closed the last part.
Structure	GCN5L2 inh	FEN1 inh	DT40 TDP1 CPT
Cc1cc(C)c2c(n1)sc1c(O)cc(=O)[nH]c12	-10%	?	12%
CCCOc1c(Br)cc(C2C3=C(CCCC3=O)N(C)C3=C2C(=O)CCC3)cc1OC	-5%	-15%	-18%
COC(=O)C1=C(C)NC(=S)NC1c1ccc(-c2cc(Cl)ccc2Cl)o1 (configuration not stated)	-20%	8%	6.5µM*
O=C(NCCN1CCN(c2ccccc2)CC1)C1CCN(S(=O)(=O)c2cccc3nonc23)CC1	1.8µM*	-12%	-8%
Cc1cn(COC/C=C/c2ccccc2)c(=O)[nH]c1=O	-3%	-1%	-10%
CN1OC[C@@H]2CN(C(=O)C(C)(C)C)[C@H](c3cccc(Br)c3)C[C@@H]21	.	17%	5%
COc1ccc(/C=C2/NC(=O)CNC2=O)cc1	-11%	1%	-5%
CC(NC(=O)CNC(=O)c1ccco1)c1ccc(S(N)(=O)=O)cc1 (configuration not stated)	-3%	15%	9%
Fc1ccc(-n2ncc3c(N4CCCCCC4)ncnc32)cc1	-9%	-11%	12µM*
COc1cc(C2C(C#N)=C(N)Oc3c2c(-c2ccccc2)nn3-c2ccccc2)cc(OC)c1OC (configuration not stated)	-10%	16%	?
O=c1ncn(-c2ccccc2F)c2ncccc12	-11%	-1%	1%
CCOC(=O)c1oc2c(CN3CCCCC3C)c(O)ccc2c(=O)c1-c1ccc(OC)c(OC)c1 (configuration not stated)	-3%	-11%	1%
CC1=C(C(=O)N2CCOCC2)C(c2ccccc2F)NC(=O)N1 (configuration not stated)	-5%	3%	24%
O=C(CCn1nnc(-c2cccs2)n1)NC1CCCCC1	-4%	-14%	-8%
O=C(C1CCC1)N1CCN(S(=O)(=O)c2ccc(F)cc2)CC1	?	-5%	-27%
CN(C)C=NC(=O)c1cc(C(=O)c2ccc(Cl)cc2)c[nH]1	25%	8%	-28%
CN1C(=O)c2ccc(NC(=S)NC(=O)C(C)(C)C)cc2C1=O	-3%	-11%	-2%
O=C(CN1C(=O)/C(=C/c2ccccc2)SC1=S)NC1C=CS(=O)(=O)C1 (configuration not stated)	-9%	19%	?
COC(=O)c1sccc1NC(=O)Nc1ccccc1Cl	2%	13%	-7%
C/C(CC(=O)Nc1cc(C)ccn1)=N\NC(=O)c1cccc(F)c1	-1%	2%	3%
CCN(CC(=O)Nc1c(F)cccc1F)C(=O)CCCOc1ccccc1	.	-2%	?
COCCn1c(SCC(=O)Nc2cc(C(C)(C)C)nn2-c2ccccc2)nnc1-c1ccncc1	-7%	-2%	-14%

Sorted by formula weight (highest first): part of the list above
Structure	GCN5L2 inh	FEN1 inh	DT40 TDP1 CPT
COC(=O)C1=C(C)NC(=S)NC1c1ccc(-c2cc(Cl)ccc2Cl)o1 (configuration not stated)	-20%	8%	6.5µM*
C/C(CC(=O)Nc1cc(C)ccn1)=N\NC(=O)c1cccc(F)c1	-1%	2%	3%
O=C(CCn1nnc(-c2cccs2)n1)NC1CCCCC1	-4%	-14%	-8%

More compounds follow:
Structure	GCN5L2 inh	FEN1 inh	DT40 TDP1 CPT
O=C(CSc1nc(O)cc(=O)n1-c1ccccc1)NC1CCCCC1	-5%	2%	-3%
O=C(COC(=O)C1(c2ccc(Cl)cc2)CCCC1)NCc1ccco1	-1%	-6%	0%
O=C(c1ccccn1)N1CC=C(c2ccccc2)CC1	-3%	-11%	16%
O=C(CCn1cnc2ccccc21)N/N=C/c1ccccc1O	-3%	-5%	?
CCCCN(C(=O)c1cccc2c(=O)c(C)c(-c3ccccc3)oc12)c1ccccc1	-11%	-8%	16µM*
COc1ccc(OC)c(S(=O)(=O)N2CCC3(CC2)OCCN3S(=O)(=O)c2cccs2)c1	-18%	-6%	?
COc1ccc(C(=O)NNC(=O)c2ccccc2[N+](=O)[O-])cc1[N+](=O)[O-]	-2%	-1%	11%
Cc1ccc(OCc2cc(=O)n3ccsc3n2)c(NC(=O)c2ccco2)c1	-3%	-9%	3%
COC(=O)C1CCN(C(c2ccccc2Cl)c2sc3nc(-c4ccco4)nn3c2O)CC1 (configuration not stated)	-4%	13%	-28%
Cc1ccc(C)c(NC(=O)CN2C(=O)c3ccccc3C2=O)c1	.	3%	12%
CCOc1ccc2oc(C(=O)OC(C(=O)NC(N)=O)C(C)C)c(C)c2c1 (configuration not stated)	-10%	-12%	-2%
CCOC(=O)c1sc(NC(C)=O)cc1C	-12%	-4%	-28%
COc1ccc(N2CCN(C(=O)C3CCCN(S(=O)(=O)c4cccc5cccnc45)C3)CC2)cc1 (configuration not stated)	-2%	18%	16µM*
Cc1ccc(-c2nn3c(C)nnc3s2)cc1NC(=O)c1ccc(OC(C)C)cc1	-9%	-16%	13µM*
CC12CN3CCN(CC(C3)/C1=N/N=C/c1cccc([N+](=O)[O-])c1)C2	-4%	8%	-4%
O=C(c1ccc(CN2CCc3ccccc3C2)cc1)N1CCc2ccccc2C1	-3%	10%	?
Cn1cc(CNCc2ccc(OC(F)(F)F)cc2)c(-c2ccc3c(c2)OCCO3)n1	-3%	-16%	7.3µM*
CC1(C)Cc2cccc(OCC(=O)OCc3nnc(-c4ccc([N+](=O)[O-])cc4)o3)c2O1	-1%	-22%	3%
Oc1ccc(-c2[nH]nc(-c3ccccc3)c2-c2nc3ccccc3[nH]2)cc1	-6%	0%	?
CN(Cc1ccccc1)C(=O)CCc1ccccc1	-2%	0%	-7%
COC(=O)c1cccc2c1NC(=O)C2=O	-4%	-18%	-3%
Fc1cnc(N2CCOCC2)nc1N1CCc2ccccc21	-1%	-2%	-3%
COc1ccc(NC(=O)Nc2ccncc2)c(OC)c1	1%	-7%	8%
Cc1cc(C)cc(NS(=O)(=O)c2ccc3oc(=O)ccc3c2)c1	-2%[0.501 µM]	1%	?
Cc1ccc(NC(=O)CN2CCCN(Cc3cc(C)ccc3C)S2(=O)=O)c(Cl)c1	-8%	-2%	18µM*
O=C(c1ccco1)N1CCN(Cc2cc(=O)c(OCc3ccccc3Cl)co2)CC1	-7%	-3%	-7%
O=C(NCC(c1ccco1)N1CCc2ccccc2C1)c1ccccc1 (configuration not stated)	-5%	-4%	?
Cc1[nH]c2ccc(C(=O)NCC(C)(C)N3CCOCC3)cc2c1C	2%	-13%	3%
COC(=O)c1c(C)oc(C)c1S(=O)(=O)N(Cc1ccccc1)C(C)C	0%	-5%	13µM*
CC(C)c1nnc(NC(=O)CCC2CCCCC2)s1	2%	-3%	2%
CN(CCc1ccccc1)C(=O)c1cccc(NC(=O)Cc2ccc([N+](=O)[O-])cc2)c1	-6%	-13%	?
O=C(CN1C(=O)COc2ccc(Cl)cc21)Nc1cccc(C(=O)O)c1	-9%	3%	-6%
O=C(CSc1ccccc1)N1CCc2ccccc21	-1%	-7%	-4%
O=C(CCC1N=C2c3ccccc3N=C(SCc3ccc(Cl)cc3)N2C1=O)N1CCN(c2ccccc2)CC1 (configuration not stated)	-19%	2%	16µM*
Cc1ccc2c(n1)sc1c(=O)n(-c3cccc(C(F)(F)F)c3)nnc12	-5%	9%	-17%
COc1ccc(C(=O)NCCc2sc(-c3ccc(Cl)cc3)nc2C)c(OC)c1	-2%	-19%	16µM*
NC(=O)Cn1nc([N+](=O)[O-])nc1Oc1ccc(Br)cc1	-2%	5%	-25%
Cc1nc(SCC(=O)c2cc3ccccc3oc2=O)c(C#N)c(-c2cccs2)c1C(=O)Nc1ccccc1	-5%	2%	21µM*
CC(=O)c1ccc(S(=O)(=O)N2CCN(c3nc(-c4cccs4)nc4ccccc34)CC2)cc1	.	-5%	-30%
Cn1c(N)c(C(=O)COC(=O)c2cc(-c3ccco3)nc3ccccc23)c(=O)n(C)c1=O	-26%	40µM*	21µM*
COc1ccc(NC(=O)CN2C(=O)COc3ccc(C)cc32)c(OC)c1	-2%	9%	-3%
OC(C#CCN1CCOCC1)(c1ccccc1)C1CC1 (configuration not stated)	-4%	-10%	-2%
CCCc1nn2c(=O)cc(COc3ccc(/C=C(\C#N)C(=O)Nc4ccccc4)cc3)nc2s1	2%	23%	-5%
COC(=O)Cc1c[nH]c2cccc(OCC(O)CN(Cc3ccc([N+](=O)[O-])cc3)C(C)(C)C)c12 (configuration not stated)	-14%	?	?
CCOC(=O)C1(Cc2ccc(OC)cc2)CCN(C(=O)c2sc(C)nc2C)CC1	-1%	11%	26µM*
CCCCCCOC(=O)CC1CC(C(C)=O)C1(C)C (configuration not stated)	.	0%	0%
COc1ccc(OC)c(NC(=O)c2cc3c(cc2Cl)N2CCCCCC2=NS3(=O)=O)c1	-8%	3%	?
COc1ccc2[nH]cc(CCNc3nc(-c4ccccc4CN(C)C)nc4ccccc34)c2c1	-7%	.	21µM*
CCCNS(=O)(=O)c1cc(-c2nn3c(C)nnc3c3ccccc23)ccc1C	-8%	-21%	?
S=C(NCCSCc1c(Cl)cccc1Cl)Nc1ccccc1	5%	?	?
CC1=NN(C(N)=S)C(=O)C1N=Nc1ccc(Cl)cc1Cl (configuration not stated)	-2%	-14%	-15%
CC(C)Oc1ccc(C(=O)CCN2CCCCC2)cc1	-3%	-6%	?
COc1cccc(NC(=O)CN2CCCCCC2)c1	-6%	18%	2%
Cc1nc2nc(SCC(=O)N(Cc3ccccc3)C(C)C)nn2c(C)c1Cc1ccccc1Cl	-10%	17%	?
N#Cc1c(NCCN)nc(-c2ccccc2)c2c1CCCC2	-7%	2%	?
COc1ccc(S(=O)(=O)N2CCOC2CNC(=O)C(=O)NCCc2c[nH]c3ccccc23)cc1 (configuration not stated)	-4%	13%	16µM*
CC1(C)CC(=O)C(N=Nc2cc3c(cc2[N+](=O)[O-])OCCO3)=C(O)C1	-7%	-9%	1%
CCCC(NC(=O)COc1cc2c(c3oc(=O)cc(C)c13)CCC(C)(C)O2)C(=O)O (configuration not stated)	?	-2%	0%

Screening data: PubChem, National Center for Advancing Translational Sciences (NCATS)
